# Screening data (PubChem BioAssay)
# Granule exo inh: blocks lytic granule exocytosis. TALL-104 LAMP-1 surface exposure, flow cytometry; cells stimulated with thapsigargin and PMA. inhibition, % at 10 µM. 0.66% of 360,000 active. AID 651702;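 active = inhibition above about 55%, limit read from the data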
# aDG glyco up: alpha-DG glycosylation activation | Pro5-aDG cells, alpha-DG glycosylation AlphaScreen (IIH6); 0% Pro5, 100% B10-LARGE cell signal | activation, % at 10 µM | 0.22% of 360,000 active;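 active = activation of at least 8% versus controls, or a plate z-score of at least 8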;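 also: Pro5 are CHO cells carrying HIG-tagged alpha-DG that lacks glycosylation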
# Vif imaging: blocks HIV Vif function | HEK293T cells, Vif self-association by quenched fluorescence, imaging, 24 h | inhibition, % at 7.49 µM | 0.35% of 340,000 active; in the data active = inhibition above about 50%, passing the limit was not always enough; also: some results filed as inactive read as strong as hits
# NR2E3 ag-1: agonists of human NR2E3 nuclear receptor; 0.35% of 360,000 active; AID 602229; Q9Y5X4; CHO-S Gal4-NCOR/VP16-NR2E3 two-hybrid, luciferase; inhibition of corepressor binding, % at 3.98 µM;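 active = inhibition above the mean of all tested compounds plus 3 SD, cut at about 70% in these data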;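 also: 0% = DMSO with NR2E3 transfected cells and 100% = cells lacking NR2E3 construct; higher means lower luciferase signal from less NR2E3 corepressor binding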
# Target sequence (Q9Y5X4 whole entry, looked up, the tested form may be a part): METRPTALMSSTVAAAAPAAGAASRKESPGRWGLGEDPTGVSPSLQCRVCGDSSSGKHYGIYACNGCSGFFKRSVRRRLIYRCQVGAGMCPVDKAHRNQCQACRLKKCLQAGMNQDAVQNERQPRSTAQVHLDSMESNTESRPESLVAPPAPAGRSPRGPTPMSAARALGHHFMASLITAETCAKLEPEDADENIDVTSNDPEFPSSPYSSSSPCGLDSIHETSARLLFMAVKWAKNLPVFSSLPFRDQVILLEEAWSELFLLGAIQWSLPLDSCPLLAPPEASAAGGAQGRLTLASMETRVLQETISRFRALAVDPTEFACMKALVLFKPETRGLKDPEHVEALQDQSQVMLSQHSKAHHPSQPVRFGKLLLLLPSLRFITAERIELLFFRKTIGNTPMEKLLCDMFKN
# CaV13 FRET inh: Primary screen for inhibitors of IQ motif and Ca2+-dependent inactivation inhibitor domain binding in CACNA1D, Förster resonance energy transfer in living cells, …. HEK cells, CFP/YFP FRET ICDI-IQ, plate reader, 10 min; percent FRET-ratio fall versus neutral wells. inhibition, % at 12.3 µM. 0.098% of 340,000 active;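 active = mean replicate inhibition of at least 30% and at least 1% of replicates passing that level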;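 also: 0% = median of the neutral control wells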
# PDI turbidity: inhibitors of human protein disulfide isomerase; PDI insulin aggregation turbidity, A650, 90 min; inhibition, % at 10 µM; 0.052% of 350,000 active;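 active = mean inhibition across replicates of 30% or more, whatever share of single replicates reach that level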;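 also: absorbance from insulin aggregation driven by PDI reduction with DTT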
# Target sequence (P07237 whole entry, looked up): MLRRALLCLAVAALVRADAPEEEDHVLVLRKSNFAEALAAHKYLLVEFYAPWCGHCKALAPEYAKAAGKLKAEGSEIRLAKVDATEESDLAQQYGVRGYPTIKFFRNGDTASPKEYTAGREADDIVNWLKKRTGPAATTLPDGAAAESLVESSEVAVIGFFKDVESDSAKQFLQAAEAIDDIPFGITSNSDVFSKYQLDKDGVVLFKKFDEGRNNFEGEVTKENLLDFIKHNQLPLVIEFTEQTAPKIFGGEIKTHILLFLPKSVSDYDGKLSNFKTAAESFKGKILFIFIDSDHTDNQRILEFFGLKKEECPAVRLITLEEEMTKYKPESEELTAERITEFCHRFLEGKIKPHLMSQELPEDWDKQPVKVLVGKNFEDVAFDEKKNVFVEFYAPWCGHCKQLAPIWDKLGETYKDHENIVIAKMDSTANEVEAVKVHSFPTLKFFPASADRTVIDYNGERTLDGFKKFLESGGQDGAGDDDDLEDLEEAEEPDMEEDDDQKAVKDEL
# HIF-2a inh: inhibitors of HIF-2a | 786-0 RCC cells HIF-2a reporter, luciferase luminescence, overnight | 0.72% of 360,000 active | AID 624352 | inhibition, % at 18.8 µM;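 active = inhibition of the luminescence signal of 40% or more relative to plate controls, in a single-dose primary screen at 18.75 µM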
# MITF TRPM1 inh: inhibitors of MITF-driven TRPM1 promoter in melanoma cells | SK-MEL-5 TRPM1 promoter luciferase, 24 h | inhibition, % at 12.5 µM | 0.83% of 330,000 active;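 active = mean inhibition across replicates of 60% or more, whatever share of single replicates reaches that level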; also: values of inactives mirror those of a sister screen read the other way
# Peg3 prom inh: reduces Peg3 promoter-driven luciferase expression in HeLa; HeLa PEG-Prom luciferase reporter, luminescence, overnight; inhibition, % at 20 µM; 1.7% of 360,000 active; AID 588405;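 active = inhibition of at least 50% at 20 µM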
# NR2E3 ag-2: NR2E3 (human) agonism. Q9Y5X4. GST-NR2E3/biotin-RetCOR TR-FRET, 1536-well. inhibition of corepressor binding, % at 4.78 µM. 0.12% of 320,000 active. AID 2300;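 active = percent inhibition above the cutoff of mean plus 3 SD of all tested compounds, set per screening campaign, cut at about 20% in these data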;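 also: 0% = DMSO wells and 100% = biotin wells as full block of FRET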
#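 Test system: GST-NR2E3 and biotin-RetCOR proteins | Quantity: 1.35 nM GST-tagged NR2E3 final | Medium: Tris pH 7.5 | Also added: 7 nM biotin-RetCOR | Dosing: Compound at 4.8 µM, single dose | Timing: 5 h at 4 °C | Detection: Time-resolved FRET | Read-out basis: Percent inhibition | Benchmarks: Biotin wells as high control, 0.6% DMSO wells as low control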
# hiPSC survival: hiPSC single-cell survival enhancement. ATPlite luminescence; 100% = ROCK inhibitor wells, 0% = DMSO. survival enhancement, % at 20 µM. 0.044% of 360,000 active. AID 602274; in the data active = survival enhancement above about 18%;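 also: cells exposed to compounds for 16 hours before the ATP read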
# Starred values were filed as active, the others as inactive; i = inactive; x = no result given.
# Preview (two entries):
# Below each SMILES – Vif imaging	Peg3 prom inh	NR2E3 ag-2	NR2E3 ag-1	aDG glyco up	PDI turbidity	hiPSC survival	HIF-2a inh	Granule exo inh	CaV13 FRET inh	MITF TRPM1 inh
- O=C(c1ccccc1F)N1CCCC(c2ccccc2)C1 (stereo not given)
  3	-7	-2	-23	-0.2	7	-0.9	-12	-3	-4	1
- COc1ccc(-c2cc(C)no2)cc1S(=O)(=O)NCCCN(C)Cc1ccccc1
  -5	-3	-3	-5	0.0	-4	-0.3	5	-1	-4	16

# The whole of this part, from the first entry:
# Below each SMILES – Vif imaging	Peg3 prom inh	NR2E3 ag-2	NR2E3 ag-1	aDG glyco up	PDI turbidity	hiPSC survival	HIF-2a inh	Granule exo inh	CaV13 FRET inh	MITF TRPM1 inh
- O=C(c1ccccc1F)N1CCCC(c2ccccc2)C1 (stereo not given)
  3	-7	-2	-23	-0.2	7	-0.9	-12	-3	-4	1
- COc1ccc(-c2cc(C)no2)cc1S(=O)(=O)NCCCN(C)Cc1ccccc1
  -5	-3	-3	-5	0.0	-4	-0.3	5	-1	-4	16
- Cn1c(CCN2CCN(c3ccccc3)CC2)nc2cc(NC(=O)c3ccco3)ccc21
  1	-26	3	-16	0.4	-8	-3.1	-19	1	-8	-15
- CC(=O)c1c(C)[nH]c(C(=O)N2CCN(S(=O)(=O)c3ccc(C)cc3C)CC2)c1C
  19	5	-2	6	0.2	-8	-0.5	10	2	-6	x
- CCOc1ccc(C(=O)CCC(=O)N2CCN(c3ncccn3)CC2)cc1
  2	8	-2	-22	0.0	-2	-0.9	10	-11	-23	-7
- CCN(CC)S(=O)(=O)c1cc(Br)ccc1OC
  8	16	2	-18	0.4	-3	-1.4	5	-2	-1	-6
- COc1ccc(OC)c(CNC(=O)C(C)n2nc(C)c3c(C)n(-c4ccccc4)nc3c2=O)c1 (stereo not given)
  -4	10	3	1	-0.2	0	0.2	7	1	-7	13
- CCCCCCCCCCCCCCCC(=O)OC/C=C(C)/C=C/C=C(C)/C=C/C1=C(C)CCCC1(C)C
  -5	-1	5	-30	0.2	x	0.7	2	-4	x	10
- NC(=O)CC1C(=O)N(c2ccccc2)C(=S)N1NC(=O)c1ccccc1 (stereo not given)
  -1	-90	x	-68	0.2	4	-0.6	-185	-8	-4	-29
- CC(=O)c1ccc(C(C)(C)c2ccc(C(C)=O)s2)s1
  6	12	0	28	-0.2	-1	-0.1	21	-2	-4	10
- Cc1cc(NS(=O)(=O)c2ccc(NC(=O)Nc3ccc4c(c3)OCO4)cc2)no1
  x	-89	-2	-31	-0.2	17	-0.8	-113	-1	-3	-28
- CCC(C)C(NS(=O)(=O)c1ccc(C)cc1)C(=O)Oc1ccc2c3c(c(=O)oc2c1)CCC3 (stereo not given)
  4	2	1	-2	0.5	8	3.4	1	-1	-7	-6
- CCCC(=O)N1CCC1(C)C(=O)Nc1ccc(-n2cccc2)cc1 (stereo not given)
  x	-2	x	-62	-0.3	-5	1.3	-21	7	x	x
- CC(C)OCCCNC(=O)CN1C(=O)/C(=C/c2ccccc2F)Oc2ccccc21
  5	5	-2	-34	0.2	-3	-0.5	-26	15	-2	8
- CCCCCn1c(CN2CCN(c3cc(Cl)ccc3C)CC2)nc2c1c(=O)[nH]c(=O)n2C
  9	21	0	-24	1.6	-3	4.9	2	-4	-2	-4
- CN1CCN(c2ccccc2NC(=O)c2cccc(OCc3ccccc3)c2)CC1
  -6	31	-1	-5	0.7	-2	-1.4	18	10	-9	-9
- CCOC(=O)c1cc(-c2ccccc2)sc1NC(=O)COC(=O)c1ccc(Cl)c(S(N)(=O)=O)c1
  4	34	2	-25	-0.4	1	-1.8	1	-1	x	13
- CCOC(=O)[C@@H](NC(=O)/C=C/[C@H]1O[C@@H](n2cc(C)c(=O)[nH]c2=O)C[C@@H]1O)C(C)C
  1	10	x	-4	-0.3	x	2.1	9	-1	-3	x
- C/C(=C\c1ccccc1)C(=O)N1CCN(c2cccc(C(F)(F)F)c2)CC1
  -5	20	-4	-17	-0.1	11	0.1	14	-1	-5	-1
- O=C(COc1ccc(Br)cc1)NCCNC(=O)c1ccccn1
  x	3	-3	0	0.3	5	-0.2	2	1	-5	-7
- CN(Cc1nc(-c2ccc(Cl)cc2)no1)C(=O)c1ccc2c(c1)OCO2
  -4	9	-3	6	0.0	-71	0.4	13	2	x	6
- C[C@@]12CCC[C@H](O1)[C@@H]([C@H](O)c1ccccc1)O2
  -15	-15	x	2	0.3	-7	3.5	-9	-4	-11	-9
- CC(C)C(=O)N(c1cc2sc(=O)oc2c2ccccc12)S(=O)(=O)c1cccs1
  -2	-1	-3	-41	1.0	17	-1.1	3	5	-8	3
- CCCN1CCN(C(=O)Cn2cnc3sc(C)c(S(=O)(=O)N4CCC(C)CC4)c3c2=O)CC1
  -4	6	-1	4	0.0	3	-0.4	11	-7	-2	3
- c1ccc(-c2ccc3nnnn3n2)cc1
  1	-2	-1	-49	0.2	3	0.3	15	-5	-5	0
- O=C1c2ccc([N+](=O)[O-])cc2S(=O)(=O)N1Cc1ccccc1
  11	-4	0	8	0.0	-2	-0.4	9	9	-17	14
- CCCc1cc2c(cc1NC(=O)c1ccco1)OCO2
  5	8	-3	-8	-0.1	4	-0.6	18	-2	-3	1
- COc1ccc(S(=O)(=O)N(C)C[C@H]2Oc3ccc(NC(=O)Nc4c(C)noc4C)cc3C(=O)N([C@H](C)CO)C[C@@H]2C)cc1
  -13	-19	x	-13	0.2	-4	-2.6	6	15	-7	-6
- CCCN=CC1=C(O)CC(c2ccccc2)CC1=O (stereo not given)
  -1	-2	-2	-3	0.0	2	0.4	12	-1	-5	-4
- NC(=O)c1nsc(C(=O)N(c2ccc(Cl)cc2)C(C(=O)NCC2CCCO2)c2cccs2)c1N (stereo not given)
  -4	22	1	-13	0.7	8	2.2	11	-4	-4	3

# Below each SMILES – Vif imaging	Peg3 prom inh	NR2E3 ag-2	NR2E3 ag-1	aDG glyco up	PDI turbidity	hiPSC survival	HIF-2a inh	Granule exo inh	CaV13 FRET inh	MITF TRPM1 inh
- O=S(=O)(NC1=NCCC1)c1cccs1
  1	6	5	-6	-0.2	-3	0.3	5	1	-5	3
- Cc1cccc(-n2ncc3c(NCCCn4ccnc4)ncnc32)c1
  -3	-155	6	-55	0.2	7	0.1	-183	-4	-5	x
- Cc1cc(OCC(=O)N2CCOCC2)ccc1[N+](=O)[O-]
  3	-167	1	-68	-0.2	-5	0.0	-183	0	-2	-30
- CCOc1ccc(S(=O)(=O)NCc2ccccn2)cc1NC(=O)c1ccccc1F
  32	14	2	-8	0.0	-4	-0.1	5	6	-7	38
- COc1ccc(Cl)cc1Nc1cc(C)nc2ncnn12
  0	6	x	-8	0.0	8	1.9	10	12	-5	x
- O=C(NC(=S)Nc1ccc(N2CCCC2)cc1)c1ccc(F)cc1
  5	-49	1	6	-0.6	-2	0.1	-33	0	-12	-7
- COc1ccc(CCCC(=O)NCC(=O)N/N=C/c2cc(Cl)ccc2OC)cc1
  -7	6	x	6	-0.2	3	-0.2	-19	2	-7	8
- O=C(C1=C[C@@H](c2ccc(Br)cc2)C[C@@H](OCc2ccc(CO)cc2)O1)N1CCN(Cc2ccc3c(c2)OCO3)CC1
  9	32	3	-1	0.5	6	1.0	-11	-1	x	-4
- C[C@]12CC[C@H](O)CC1=CCC1C2CC[C@@]2(C)C1CC[C@@H]2NC(=O)CCC(=O)O (stereo not given in full)
  34	1	x	0	-0.1	3	0.0	12	5	-7	-2
- CCN(c1ccccc1)P(=O)(Nc1ccccc1)Nc1ccccc1
  -2	5	-1	-18	0.2	-3	0.0	4	6	-17	3
- Cc1cc([N+](=O)[O-])nn1CC(=O)Nc1ccc(Cl)cn1
  13	12	-2	3	-0.1	1	-0.3	12	2	-15	-8
- CCOC(=O)C1(Cc2ccc(Cl)cc2)CCN(Cc2nccn2CC)CC1
  -2	9	1	-9	3.4	13	0.6	16	-8	-5	-4
- COc1ccccc1NC(=O)N1CCCC1C(=O)NCc1ccccc1Cl (stereo not given)
  5	16	0	7	0.1	11	0.8	24	-4	-4	-2
- COCCNC(=O)C(=O)NCC1OCCN1C(=O)c1ccc(Cl)cc1 (stereo not given)
  1	-8	3	13	-0.1	x	-1.2	12	-7	-6	-2
- O=C(Nc1ccc(Br)cc1)c1cc(S(=O)(=O)Nc2ccccn2)ccc1Cl
  -17	6	5	0	0.0	-1	-0.6	15	-14	-4	4
- O=C(COC(=O)Cc1cccs1)Nc1ccc(F)c(F)c1F
  21	4	0	5	0.1	-5	7.4	22	10	-4	3
- O=C(NCCc1nc2ccccc2[nH]1)/C(=C/c1ccc2c(c1)OCO2)NC(=O)c1ccccc1
  3	2	1	-36	0.0	4	4.6	15	2	-2	-4
- Clc1ccc(N=c2ssnc2Cl)cc1
  -1	-3	1	8	0.0	-12	0.9	-70	82*	-5	18
- COc1cccc(C(=O)c2c[nH]c(C(=O)NCCCN(C)C)c2)c1
  -1	10	3	-10	-0.2	-2	-0.4	3	1	0	2
- COc1cc(NS(=O)(=O)c2ccc(NC(=O)/C=C/c3ccc([N+](=O)[O-])cc3)cc2)ncn1
  -3	1	-1	-4	0.0	11	0.1	11	2	-3	-6
- CC(C)C[C@H](NC(=O)N1CC(=O)Nc2ccccc21)C(=O)N[C@H](C(=O)O)c1ccccc1
  -2	21	1	-8	0.1	x	1.3	12	-5	x	6
- CCS(=O)(=O)n1nc(-c2ccccc2)nc1N
  -1	2	2	2	0.0	-1	1.7	13	2	-5	4
- COc1cc2cc(/C=C/C(=O)c3ccco3)c(Cl)nc2cc1OC
  33	24	4	5	0.1	-1	-3.1	27	4	-4	-10
- c1ccc2c(C[C@@H]3CNCCN3CCCCC3CCCCC3)cccc2c1
  1	34	x	8	0.6	15	-0.4	10	7	-4	8
- Cc1ccc(CCNC(=O)CCS(=O)(=O)c2ccc(Br)cc2)cc1
  5	0	5	-2	0.1	-6	0.1	2	0	-6	-6
- Cc1ccc(NC(=O)CSc2nnc(CSc3nc(C)cc(C)n3)n2Cc2ccco2)c(C)c1
  -10	0	-1	-24	0.2	0	-1.9	21	2	x	13
- Oc1ccc(/C=N/Nc2ccc(Cl)nn2)c(O)c1O
  i	-9	0	-17	0.3	3	-0.7	7	3	-4	-2
- Cc1ccc(/C=C2/NC(=O)N(Cc3ccccc3)C2=O)s1
  x	-22	2	-64	-0.1	0	-0.3	-134	-4	-4	-7
- COc1ccccc1OCC(=O)/C=C1/N(C)c2ccccc2C1(C)C
  -19	31	-2	18	0.1	3	-0.9	10	-3	-18	-5
- CC(=O)OCc1c(C(F)(F)F)nn(C)c1SCc1ccc(Cl)cc1
  -5	-1	-1	3	-0.3	-1	4.1	6	-1	-5	-16
- COC(=O)c1ccc(CNC(=O)COC(=O)CCC(=O)c2ccc(F)cc2)cc1
  -5	4	x	-8	-0.1	4	-0.4	9	-2	-2	x
- CC(Cc1ccccc1)=NNS(=O)(=O)c1ccc([N+](=O)[O-])cc1
  -3	-3	x	32	0.1	-1	4.5	-4	-3	-7	-3

# This is a random part of the collection. Share with any hit: about 3.5%.
